CendR NRP1 mod: alters CendR peptide binding to human NRP-1; O14786; FAM-RPARPAR peptide binding to NRP-1, fluorescence polarization; inhibition, % at 25 µM; hit rate 0.85% among 360,000; AID 602438;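 active = inhibition or corrected inhibition above about 18%, plus a signal ratio from 0.5 to 1.5, limit read from the data, passing the limit was not always enough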; note: strong numbers were not always called active
Target sequence (O14786 whole entry, looked up): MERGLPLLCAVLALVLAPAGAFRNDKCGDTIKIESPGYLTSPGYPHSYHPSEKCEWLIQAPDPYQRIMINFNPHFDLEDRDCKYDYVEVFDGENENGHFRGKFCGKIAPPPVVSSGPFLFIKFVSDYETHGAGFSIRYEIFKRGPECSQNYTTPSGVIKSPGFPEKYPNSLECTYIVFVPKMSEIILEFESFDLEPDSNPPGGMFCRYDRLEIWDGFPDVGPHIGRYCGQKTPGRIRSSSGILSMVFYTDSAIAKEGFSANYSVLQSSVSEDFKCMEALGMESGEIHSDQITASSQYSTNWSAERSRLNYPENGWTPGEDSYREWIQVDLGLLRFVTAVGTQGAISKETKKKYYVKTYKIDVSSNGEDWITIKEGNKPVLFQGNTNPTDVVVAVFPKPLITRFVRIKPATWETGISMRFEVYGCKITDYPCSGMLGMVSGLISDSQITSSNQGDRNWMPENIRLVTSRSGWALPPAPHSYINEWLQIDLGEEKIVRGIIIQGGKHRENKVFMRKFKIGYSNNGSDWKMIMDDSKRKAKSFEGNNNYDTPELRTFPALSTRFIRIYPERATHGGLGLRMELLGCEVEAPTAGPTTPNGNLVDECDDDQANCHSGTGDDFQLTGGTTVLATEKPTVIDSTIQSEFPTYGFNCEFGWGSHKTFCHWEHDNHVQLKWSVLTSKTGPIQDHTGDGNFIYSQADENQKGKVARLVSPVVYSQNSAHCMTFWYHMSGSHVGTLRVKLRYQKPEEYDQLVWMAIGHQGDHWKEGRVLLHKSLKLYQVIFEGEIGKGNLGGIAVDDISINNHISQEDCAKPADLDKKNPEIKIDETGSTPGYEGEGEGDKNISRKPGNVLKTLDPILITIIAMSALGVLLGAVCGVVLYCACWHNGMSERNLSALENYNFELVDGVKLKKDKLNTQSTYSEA
MsrA act: activators of bovine methionine sulfoxide reductase A. activation, % at 10.6 µM. hit rate 0.3% among 360,000. purified bovine MsrA, absorbance read-out; in the data active = activation above about 7.5%;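 note: 0% = vehicle and 100% = reference activator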
MT1-MMP act inh: blocks activation of human MT1-MMP. AID 651647. GFP/RFP ratio change, % at 20 µM. HT1080 RFP-PRO-GFP cells, GFP/RFP ratio fluorescence, overnight; percent of plate control window, DMSO zero. hit rate 0.061% among 360,000;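 active = GFP/RFP ratio change of at least 30% with cell ATP level not reduced by more than half and red fluorescence within 50% of control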; note: strong numbers were not always called active
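Material – HT1080 RFP-PRO-GFP cells · Control set – DMSO wells and RFP-L50D-GFP cells · Incubation – overnight cell settling, then overnight compound exposure, 37 °C, 5% CO2 · Compound dosing – single-point 20 µM compound, 1% DMSO · Read-out – GFP/RFP fluorescence ratio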
SKN-1 block: blocks SKN-1 activity in C. elegans. C. elegans VP596 Pgst-4::GFP/RFP ratio, acrylamide-induced, 24 h. inhibition, % at 21.8 µM. hit rate 0.49% among 360,000;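 active = interference check ratio from 0.5 to 1.5 plus GFP to RFP signal ratio inhibition reaching or exceeding a fixed threshold, cut at about 30% in these data, passing the limit was not always enough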; note: some compounds called inactive have numbers as strong as hits
Neddylation inh: inhibitors of human cullin neddylation. P61081+Q13564. TR-FRET cullin neddylation, biochemical. calls only at 25 µM. hit rate 0.58% among 360,000. AID 651699; in the data active = inhibition above about 36%
Rin1 Abl inh: blocks binding of human Rin1 to Abl; AID 588664; hit rate 0.4% among 360,000; inhibition, % at 7.35 µM; P00519+Q13671; TR-FRET Rin1/Abl binding, biochemical; in the data active = inhibition above about 5%, passing the limit was not always enough
MLLE-PAM2 inh: inhibitors of microRNA-mediated deadenylation, human PABP1 MLLE binding; GST-MLLE / FITC-PAM2 fluorescence polarization; inhibition, % at 20 µM; hit rate 0.36% among 360,000; in the data active = inhibition above about 35%, passing the limit was not always enough;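 note: plate controls were DMSO wells with GST-MLLE for no effect and wells lacking GST-MLLE protein for full effect; some results filed as inactive read as strong as hits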
E coli Lon inh: inhibitors of E. coli Lon protease | hit rate 0.42% among 360,000 | P0A9M0 | purified E. coli Lon protease, fluorescence polarization | inhibition, % at 7.94 µM; in the data active = inhibition above about 13%, passing the limit was not always enough;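 note: 0% = enzyme with probe and DMSO and 100% = no enzyme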
FAS-TE inh: FAS thioesterase (human) inhibition; recombinant FAS-TE, OMFH fluorogenic substrate, fluorescence endpoint; P49327; inhibition, % at 15 µM; AID 602261; hit rate 0.67% among 360,000;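 active = compounds whose normalised, plate-corrected inhibition of enzyme fluorescence in the single-dose primary screen is 50% or more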;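 note: 0% = DMSO with enzyme and 100% = substrate without enzyme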
The depositor's hits bear a star; i = inactive; · = not tested or not shown; + = active, no number; & = joins results of further samples. Hits appear at their usual frequency; 4% or so of the library scored in one or more.

SMILES	CendR NRP1 mod	MsrA act	MT1-MMP act inh	SKN-1 block	Neddylation inh	Rin1 Abl inh	MLLE-PAM2 inh	E coli Lon inh	FAS-TE inh
O=C(NN=C1C2CC3CC(C2)CC1C3)c1cc(Cl)ccc1O	2	-12	4	6	·	1	9	-3	-5
Nc1nc(NCC2CCCO2)nc(Nc2ccccc2F)c1[N+](=O)[O-] (configuration not stated)	-2	-2	1	13	i	1	10	9	-2
Cc1ccc(OCCCCN2CCCCC2)cc1	3	-2	-2	1	i	3	5	0	-5
COCCn1c(C)cc(C(=O)CSc2nnc(C3CC3)n2C2CC2)c1C	3	-1	1	-9	i	2	-4	-3	-6
O=C(Cn1c(CN2CCCCC2)nc2ccccc2c1=O)NCc1ccco1	-11	-2	-1	1	i	3	-2	-8	-6
CCOC(=O)Cn1cnc2scc(-c3ccccc3)c2c1=O	4	-3	0	4	i	2	-4	-4	-4
CCCN(CCC)S(=O)(=O)c1ccc(C(=O)Nc2cc3oc4ccccc4c3cc2OC)cc1	-8	-3	-1	-13	+	4	-14	-6	13
COc1ccc(-c2cc(=O)oc3cc(OC(C)C(=O)NC(Cc4c[nH]c5ccc(O)cc45)C(=O)O)ccc23)cc1 (configuration not stated)	-19	-7	1	-9	i	0	2	-1	1
Cc1cc(C)nc(N/N=C/c2ccc(Cl)cc2)n1	9	-3	1	10	i	0	-9	-5	-3
Cc1cccc(C2NC(=O)c3c(sc(C)c3C)N2)c1O (configuration not stated)	-12	0	-5	4	i	-1	26	-5	-4
CCn1cc(C(=O)N[C@@H](CC(C)C)C(=O)NCCCn2ccnc2)c(=O)c2cc3c(cc21)OCO3	1	0	0	-3	i	2	-8	-1	-6
O=C(/C=C/c1cc(Br)ccc1F)Nc1cccnc1	13	-2	4	-4	i	-3	-3	-18	-3
O=c1c(Cc2ccc(F)cc2)c(O)ccn1Cc1cccc(Cl)c1	15	-4	3	4	i	2	-8	-4	-2
Cc1ccc(CN=C2Nc3ccccc3CS2)cc1	-1	-5	2	3	i	2	-59	-2	15
O=C(O)CCCCCn1c(SCC(=O)c2ccc(O)c(O)c2)nc2ccsc2c1=O	-148	-1	1	-1	i	-3	10	6	-7
CCOC(=O)CN1C(=O)C2(OCCCO2)c2ccccc21	-7	-1	-3	-9	i	-4	-2	0	-7
COc1ccc2nc(SCC(=O)NCC(F)(F)F)[nH]c2c1	-3	-3	-2	5	i	-1	-6	7	-4
CC1=NN(C(=O)CCc2ccccc2O)C(O)(C(F)(F)F)C1 (configuration not stated)	12	-1	2	0	i	-4	-134	18*	-12
Cc1ccc(C2=NNC(=O)C(P(=O)(c3ccccc3)c3ccccc3)C2)cc1 (configuration not stated)	14	-5	-3	1	i	-1	-4	3	-5
Cc1nnc(NC(=O)NC(C)N2C(=O)C3C4C=CC(C4)C3C2=O)s1 (configuration not stated)	2&15	-1&1	5&-2	-5&-10	i	0&2	-15&-7	-3&-1	-2&-5
COc1ccc(Nc2nc(N)nc(CSC(=S)N3CCOCC3)n2)cc1	6	3	2	-2	i	1	18	-3	-4
Cc1cccc(NC(=O)CCOc2ccccc2)c1	-4	-7	0	14	i	1	4	-6	2
S=C1Nc2ccccc2Sc2ccc(Cl)cc21	-1	-4	6	3	i	2	12	1	-8
CCCC(C)NC(=O)C1c2ccccc2Oc2ccccc21 (configuration not stated)	1	-13	10	-7	i	1	5	-18	-6
CCCCSc1nc(O)c(Cc2ccccc2)c(=O)[nH]1	1	-2	2	11	i	1	4	0	-9

Records above shown as hits in E coli Lon inh:
SMILES	CendR NRP1 mod	MsrA act	MT1-MMP act inh	SKN-1 block	Neddylation inh	Rin1 Abl inh	MLLE-PAM2 inh	E coli Lon inh
CC1=NN(C(=O)CCc2ccccc2O)C(O)(C(F)(F)F)C1 (configuration not stated)	12	-1	2	0	i	-4	-134	18*

Among those listed so far, these have four or more nitrogen atoms:
SMILES	CendR NRP1 mod	MsrA act	MT1-MMP act inh	SKN-1 block	Neddylation inh	Rin1 Abl inh	MLLE-PAM2 inh	E coli Lon inh	FAS-TE inh
Nc1nc(NCC2CCCO2)nc(Nc2ccccc2F)c1[N+](=O)[O-] (configuration not stated)	-2	-2	1	13	i	1	10	9	-2
COCCn1c(C)cc(C(=O)CSc2nnc(C3CC3)n2C2CC2)c1C	3	-1	1	-9	i	2	-4	-3	-6
O=C(Cn1c(CN2CCCCC2)nc2ccccc2c1=O)NCc1ccco1	-11	-2	-1	1	i	3	-2	-8	-6
Cc1cc(C)nc(N/N=C/c2ccc(Cl)cc2)n1	9	-3	1	10	i	0	-9	-5	-3
CCn1cc(C(=O)N[C@@H](CC(C)C)C(=O)NCCCn2ccnc2)c(=O)c2cc3c(cc21)OCO3	1	0	0	-3	i	2	-8	-1	-6
Cc1nnc(NC(=O)NC(C)N2C(=O)C3C4C=CC(C4)C3C2=O)s1 (configuration not stated)	2&15	-1&1	5&-2	-5&-10	i	0&2	-15&-7	-3&-1	-2&-5
COc1ccc(Nc2nc(N)nc(CSC(=S)N3CCOCC3)n2)cc1	6	3	2	-2	i	1	18	-3	-4

New compounds follow:
SMILES	CendR NRP1 mod	MsrA act	MT1-MMP act inh	SKN-1 block	Neddylation inh	Rin1 Abl inh	MLLE-PAM2 inh	E coli Lon inh	FAS-TE inh
CN1CCc2c(sc(NC(=O)Cc3ccccc3)c2C(N)=O)C1	-2	-5	-2	22	i	-1	-6	-1	-4
c1ccc(-c2csc3nnc(SCc4ccc5c(c4)OCCO5)n23)cc1	-12	-2	-5	-9	i	0	2	-7	8
CCN1CCN(C(=O)CN(c2cc(OC)ccc2OC)S(C)(=O)=O)CC1	3	1	3	-15	i	6	6	-17	-4
CCCCC(=O)N1CCN(c2nc3ccc(F)cc3s2)CC1	3	-11	-7	-2	i	3	15	-1	-6
Cc1cc(C)c2c(N)c(C(=O)NC3CCCC3)sc2n1	5	0	1	3	·	-1	16	-2	-2
CCN(Cc1nc2ccccc2c(=O)[nH]1)C(=O)c1cccc(OCc2c(C)noc2C)c1	6	-3	-1	2	i	2	-4	-4	-1
C=CCn1c(C)nc2c(sc3nc4c(cc32)COC(C)(C)C4)c1=O	-6	-2	3	9	i	-2	3	0	-3
O=C1N=C(N2CCOCC2)S/C1=C\C=C/c1ccccc1	-1	-5	-2	1	i	-1	7	5	-7
Cn1nc(C(F)(F)F)c(-c2cccc(C(F)(F)F)c2)c1NC(=O)CSCC(=O)O	1	-7	2	-3	i	4	7	-3	0
CN(CC(=O)NC(=O)NCc1ccccc1)Cc1ccc(Cl)c(Cl)c1	-8	-2	-2	2	i	-3	10	9	33
CCOc1ccc(CCNC(=O)CCC(=O)N2CCOc3ccc(C)cc32)cc1OCC	12	-1	-1	9	i	-1	-7	1	-3
CCOC(=O)Cn1ccc(NC(=O)COc2ccc(F)cc2)n1	9	1	2	-18	i	-1	-10	4	-1
Cc1ccc2c(C(=O)CN3CCCC3)c(C)[nH]c2c1	18	-7	0	27	i	-1	-15	-13	-3
CC(C)C(NS(=O)(=O)c1cccc(C(F)(F)F)c1)C(=O)N1CCc2ccccc2C1 (configuration not stated)	1	-1	-4	-16	i	4	4	6	9
CS(=O)(=O)/C(C#N)=C/c1c(-c2ccccc2)nc2n1CCS2	-10	-7	1	-6	i	-4	10	3	0
Cn1c(CNC(=O)CNC(=O)c2cccc(F)c2)cc(=O)n(C)c1=O	10	-2	-2	19	i	-3	5	9	-4
Nc1ncnc(Nc2ccccc2C(F)(F)F)n1	-7	-3	2	-12	i	-2	9	-3	-3
CC(C)C1Cc2c(C#N)c(N)sc(=S)c2CO1 (configuration not stated)	-10	-2	-19	5	i	-2	30	1	6
Nc1cc2nc[nH]c2cc1N	6	-1	5	2	i	-3	4	18*	-4
O=C(CN1C(=O)C2C3c4ccccc4C(c4ccccc43)C2C1=O)N1CCOCC1 (configuration not stated)	-4	3	2	-6	i	0	2	8	-3
COc1ccc(C2C(C#N)=C(N)Oc3cc(C)n(Cc4ccco4)c(=O)c32)cc1 (configuration not stated)	-135	-14	-18	-3	i	2	-47	-17	21
CC(C)N1CCc2c(sc(NC(=O)Cc3ccccc3)c2C(N)=O)C1	-6	2	-1	6	i	-1	-10	-14	-5
C/C=C(\C)CN1CCC(Oc2cc(C(=O)NC3CC3)ccc2OC)CC1	2	-2	1	10	i	0	-1	-6	-6
COc1ccc(C(=O)CCC(=O)Nc2cccnc2)cc1OC	4	-1	-2	15	i	1	-2	1	-5
O=C(/C=C/c1ccc(Cl)cc1)c1ccc([N+](=O)[O-])o1	5	-2	-69	-1	i	4	-29	-19	0

One compound at a time, as listed above.
`Cc1ccc2c(C(=O)CN3CCCC3)c(C)[nH]c2c1` as listed: CendR NRP1 mod = 18; MsrA act = -7; MT1-MMP act inh = 0; SKN-1 block = 27; Neddylation inh = i; Rin1 Abl inh = -1; MLLE-PAM2 inh = -15; E coli Lon inh = -13; FAS-TE inh = -3
`Cc1cc(C)c2c(N)c(C(=O)NC3CCCC3)sc2n1` as listed: CendR NRP1 mod = 5; MsrA act = 0; MT1-MMP act inh = 1; SKN-1 block = 3; Neddylation inh = ·; Rin1 Abl inh = -1; MLLE-PAM2 inh = 16; E coli Lon inh = -2; FAS-TE inh = -2

Random excerpt: two entries already listed.
SMILES	CendR NRP1 mod	MsrA act	MT1-MMP act inh	SKN-1 block	Neddylation inh	Rin1 Abl inh	MLLE-PAM2 inh	E coli Lon inh	FAS-TE inh
COc1ccc(C(=O)CCC(=O)Nc2cccnc2)cc1OC	4	-1	-2	15	i	1	-2	1	-5
O=C1N=C(N2CCOCC2)S/C1=C\C=C/c1ccccc1	-1	-5	-2	1	i	-1	7	5	-7

Later entries
SMILES	CendR NRP1 mod	MsrA act	MT1-MMP act inh	SKN-1 block	Neddylation inh	Rin1 Abl inh	MLLE-PAM2 inh	E coli Lon inh	FAS-TE inh
CN(C)[C@@H](CO)c1nnc([C@H](Cc2ccc(O)cc2)NC(=O)C2CCNCC2)o1	7	-2	2	7	i	-2	4	3	-5
COCCNc1cc(C)c(C#N)c2nc3ccccc3n12	-14	-2	4	11	·	-5	-2	-5	0
O=C(C1CC(=O)N(C2CCCC2)C1)N1CCC(Cc2ccccc2)CC1 (configuration not stated)	4	-7	-1	-4	i	3	3	-7	-4
O=C(Nc1nccs1)c1ccc2c(=O)n3c(nc2c1)CCCCC3	-3	-10	5	6	i	1	1	-2	-6
CSc1nc(N)c(C(=O)N(c2ccccc2)c2ccccc2)s1	-3	-4	-5	-4	i	2	-5	2	9
NC(=O)c1ccsc1NC(=O)COC(=O)c1nc(Cl)ccc1Cl	-11	-3	0	6	i	5	-14	-3	-3
COc1ccc(S(=O)(=O)N2CCC(C(=O)NCCc3c[nH]c4ccccc34)CC2)cc1	-9	-4	0	2	i	1	5	-1	2
C[C@]12CCC(=O)C=C1CCC1C2CC[C@@]2(C)C1CCC21OCCO1 (some centres not stated)	3	-7	-1	10	i	2	0	-7	-3
O=C1CC(N(Cc2ccc3c(c2)OCO3)C(=O)Nc2ccc(F)cc2)C(=O)N1c1ccccc1 (configuration not stated)	3	-4	2	1	i	2	-2	-8	3
c1cc2c(cn1)cnc1cscc12	5	-4	-9	-4	i	-3	17	4	-10
CCCCNCC(=O)Nc1ccc(NC(=O)CNCCCC)cc1	1	-4	-1	17	i	0	4	10	-2
